HTT aggregate: mutant huntingtin aggregation inhibition | PC12 HttQ103-GFP aggregates, Acumen cytometry, 40 h | Potency, µM (titrated, usually from 46.1 µM), without a hit: top-dose activity change, negative = inhibition, hits mostly inhibitors | 1.1% of 220,000 active; also: potency is read from the fitted curve at half-maximal effect; % is scaled to controls: 0 for no effect and ±100 for the full control effect; nearly all actives have a fitted effect of over 60% in size
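Using laser scanning cytometry, GFP-positive aggregates were counted after lysis of PC12 cells induced with 100 nM tebufenozide to express HTT exon 1 Q103–GFP. Compounds were tested in titration.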
GAA spleen mod: inhibitors or activators of human alpha-glucosidase in spleen homogenate; AID 2112; Potency, µM (highest dose often 79.9 µM), without a hit: at the top dose activity change, negative = inhibition, most hits filed as inhibitors; 0.006% of 240,000 active; human spleen homogenate, 4-MU-alpha-glucoside fluorescence;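 also: potency is read from the fitted curve at half-maximal effect; 0% = enzyme with vehicle and -100% = no enzyme basal signal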
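Human spleen homogenate (1 ug) incubated with compounds and 1 mM 4-methylumbelliferyl-alpha-D-glucopyranoside in pH 5.0 citrate/phosphate buffer, 37 C, 40 min. Stopped at pH 10; 4-MU fluorescence (Ex 365/Em 440 nm); AC50 by Hill fit.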
CBFb-RUNX1 inh: inhibitors of human CBF-beta and RUNX1 interaction; Potency, µM (top dose mostly 59.8 µM), for the others: at the highest dose activity, negative = inhibition, hits mostly inhibitors; Q01196+Q13951; AID 1477; AlphaScreen CBFb-His/RUNX1-biotin binding, biochemical; 230,000 tested, under 10 active; also: % of control where 0% means no effect
Target sequence (Q01196 whole entry, looked up): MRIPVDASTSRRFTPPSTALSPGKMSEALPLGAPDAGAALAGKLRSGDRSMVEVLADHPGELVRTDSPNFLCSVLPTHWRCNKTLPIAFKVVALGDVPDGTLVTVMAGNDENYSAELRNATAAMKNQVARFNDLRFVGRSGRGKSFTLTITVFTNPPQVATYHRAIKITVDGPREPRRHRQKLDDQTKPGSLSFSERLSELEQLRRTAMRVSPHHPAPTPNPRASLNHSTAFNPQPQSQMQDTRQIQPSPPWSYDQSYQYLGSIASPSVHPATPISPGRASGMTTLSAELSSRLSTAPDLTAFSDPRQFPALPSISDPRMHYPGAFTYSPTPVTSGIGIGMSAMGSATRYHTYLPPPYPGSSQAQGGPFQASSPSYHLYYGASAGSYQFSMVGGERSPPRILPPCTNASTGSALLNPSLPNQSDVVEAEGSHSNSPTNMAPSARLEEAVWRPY
Target sequence (Q13951 whole entry, looked up): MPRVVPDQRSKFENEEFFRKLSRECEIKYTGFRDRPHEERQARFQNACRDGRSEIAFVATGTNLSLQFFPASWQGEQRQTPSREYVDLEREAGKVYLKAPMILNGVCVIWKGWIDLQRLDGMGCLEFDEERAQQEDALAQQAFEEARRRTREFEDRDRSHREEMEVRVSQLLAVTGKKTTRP
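CBF-beta (His) and RUNX1 (biotin), 30 nM each; 20 min preassociation; + compound, 15 min; + beads 50 ng each (Ni, streptavidin), 90 min; RT; AlphaScreen read.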
GAA glycogen mod: GAA glycogen-cleavage inhibition or activation; 0.38% of 300,000 active; recombinant GAA, glycogen substrate, Amplex Red glucose oxidase fluorescence; Potency, µM (highest dose often 76.4 µM), inactives show at the highest dose activity change, negative = inhibition, usual class: inhibitors;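 also: potency is read from the fitted curve at half-maximal effect; 0% = full enzyme reaction and -100% = no-enzyme basal signal; the screen sought inhibitors and activators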
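Recombinant human alpha-glucosidase (4 nM final) hydrolysed bovine liver glycogen (30 ug) for 40 min at 37 C in pH 5.0 citrate/phosphate with 0.01% Tween-20. Released glucose detected by glucose oxidase/Amplex Red, Ex 573/Em 610 nm. Compounds up to 77 uM; AC50 from Hill fits.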
GAA inh: inhibitors of human lysosomal alpha-glucosidase. P10253. purified human GAA, 4-MU-alpha-glucoside fluorescence. Potency, µM (titrated, usually from 76.9 µM), without a hit: at the highest dose activity change, negative = inhibition, usual class: inhibitors. 0.005% of 200,000 active. AID 1466;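 also: potency is read from the fitted curve at half-maximal effect; plate controls were uninhibited enzyme wells for no effect and no-enzyme background for full effect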
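Human enzyme at 4 nM with 400 uM 4-methylumbelliferyl-alpha-D-pyranoside, citrate/phosphate buffer pH 5.0, 0.005% Tween-20, 20 min at room temperature. Compounds up to 77 uM. 4-MU fluorescence (Ex 365/Em 440) read after NaOH/glycine stop; AC50 from Hill fit.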
LMNA splice mod: modulators of lamin A splicing; HeLa LMNA splicing GFP/RFP minigene ratio, 48 h; Potency, µM (highest dose often 46.1 µM), for inactives: top-dose ratio change, negative = inhibition, actives largely listed as inhibitors; 0.01% of 200,000 active; AID 1487; active = well fitted inhibition curve with a large enough effect in the signal ratio, with a control signal flat, not every such curve was filed as active; inconclusive = small, poorly fitted or top-dose-only effect, or effect the other way, or a change in a side signal; the % refers to the signal ratio; also: potency is read from the fitted curve at half-maximal effect; % is scaled to controls: 0 for no effect and ±100 for the full control effect
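Read-out is the ratio of GFP to DsRed2 object intensity, acquired by 488 nm laser-scanning cytometry on HeLa lamin A-EGFP minigene reporter cells. Compound incubation 48 hrs at 37 °C in Opti-MEM with 2% FBS; DMSO 0.5% final.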
HTT cytoprotect: cytoprotection in Huntington HTT-Q103 PC12 cell model; 0.14% of 230,000 active; Potency, µM (doses to about 56.4 µM), inactives show cytoprotection (ATP increase), most hits filed as activators; PC12 HTT-Q103 induced, cytoprotection, ATP luminescence, 40 h;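 also: potency is read from the fitted curve at half-maximal effect; % of control where 0% means no effect; nearly all actives have a fitted effect of over 45% in size; toxic huntingtin expression switched on by the ecdysone agonist tebufenozide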
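ATP quantification (ATPlite) reports survival of PC12 cells in which tebufenozide, 100 nM final, switches on Htt exon 1 with 103 glutamines linked to GFP; compounds are titrated.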
Starred values were filed as active, the others as inactive; u = inconclusive; x = not tested or not shown; [ ] = remark or other dose. Unless noted, calls follow the shape of the dose curve; as a rule, active = well fitted curve in the direction sought with a large enough effect; inconclusive = small, poorly fitted or top-dose-only effect, or another doubt; inactive = no such curve, though single readings can be large; an effect the other way counts as inactive or inconclusive.

SMILES | HTT aggregate | GAA spleen mod | CBFb-RUNX1 inh | GAA glycogen mod | GAA inh | LMNA splice mod | HTT cytoprotect
O=C(O)c1ccccc1Sc1ccccc1S(=O)(=O)NC1CCCCC1 | -12%[9.22 µM] | 3% | 0% | 6% | x | x | 9%[10 µM]
CN(C)c1ccc(/C=N\NC(=O)c2cccc3cc[nH]c23)cc1 | 14%[9.22 µM] | -3% | -2% | -6% | x | x | 21%[10 µM]
Cn1ccnc1Sc1nc2ccccc2nc1NS(=O)(=O)c1ccccc1 | -12%[9.22 µM] | 1% | 1% | -13% | -12% | -13% | -8%[4.97 µM]
CC(=O)Oc1ccc(N2C(=O)C3C(C2=O)C(C(=O)c2ccc(Cl)cc2)N2CCCC32)cc1 (stereo not drawn) | -7%[9.22 µM] | -1% | -13% | -11% | x | x | -1%[10 µM]
Clc1cccc(Cl)c1CNc1ccc(N2CCCC2)cc1 | u | -3% | u | u | 6% | -1%[46 µM] | -25%
Cc1ccc(CSc2nc3[nH]ncc3c(=O)[nH]2)cc1 | 0% | 6% | 2% | -8% | -5% | x | -60%[inhibitor]
CCOC(=O)N1C2C=C(C)[C@@H]2[C@@H]2CC(=O)N21 (stereo partly drawn) | -12% | 0% | -3% | -3% | 2% | -5% | x
COc1ccc(OCCSc2nnc(C(C)NC(=O)c3ccccc3F)n2C)cc1 (stereo not drawn) | 5% | 8% | u | -6% | 5% | 2%[46 µM] | 2%[10 µM]
N/C(=N\OC(=O)CCCN1C(=O)c2ccccc2C1=O)c1ccccn1 | -3% | -7% | 13% | -6% | -9% | x | x
COC(=O)CCCCC(=O)OC | x | 6% | u | x | x | x | -4%
O=C(c1ccco1)N1CCN(S(=O)(=O)c2cccc3nsnc23)CC1 | 16% | -9% | -5% | 1% | 1% | -2% | 10%
Cc1noc(C)c1C(=O)N(C)Cc1ccccc1 | 5%[9.22 µM] | 5% | 8% | 9% | 2% | x | 10%[10 µM]
CC1(C(=O)O)CC(C)(C(=O)O)CC(C)(C(=O)O)C1 (stereo not drawn) | -9% | -2% | 11% | -4% | -14% | 10% | 2%
CCO[C@@H]1OC(C(N)=O)=C[C@H](c2ccc(C(F)(F)F)cc2)[C@H]1CCCO | -19%[9.22 µM] | 3% | 21% | -4% | x | x | -1%[10 µM]
COc1ccc(C(=O)Nc2ccc(Cl)cc2C(=O)NCc2ccco2)cc1OC | -14% | -10% | -8% | -20% | -5% | -17% | 2%
CCn1c(COc2cccc(OC)c2)nnc1SCC(=O)Nc1ccccc1C(=O)OC | 6% | 0% | 1% | -5% | -11% | -4% | -1%
CCN(CC)C(=O)c1ccc2nc(-c3ccccc3)c(-c3ccccc3)nc2c1 | -4% | 3% | -3% | 0% | 0% | -12% | 6%[10 µM]
COc1ccc(CCN2C(=O)CCC2(C)C(=O)NC2CCCC2)cc1OC (stereo not drawn) | -15% | -5% | 1% | -15% | 1% | 7%[46 µM] | -7%
CN(C)C(=C(C#N)C#N)N1CCN(c2ccc(Cl)cc2)CC1 | 21%[9.22 µM] | -2% | 2% | 16% | 7% | 10%[46 µM] | -10%
COc1cccc(Nc2nc(N)c([N+](=O)[O-])c(NCc3ccco3)n2)c1 | 24%[9.22 µM] | -2% | 8% | 2% | x | x | -2%[10 µM]
CCOC(NC(=O)c1ccccc1)C(NC(=O)c1ccccc1)OCC (stereo not drawn) | 22% | 4% | 3% | 7% | -4% | 10% | 13%[1.9 µM]
C=CCc1ccc(OCC(O)COc2ccc(CC=C)cc2OC)c(OC)c1 | u | -16% | 12% | -9% | u | u | 5%
Cc1[nH]c(=O)[nH]c(=O)c1S(=O)(=O)NCCc1ccc(S(N)(=O)=O)cc1 | -3% | -6% | 4% | 2% | 1% | 0% | 6%[1.9 µM]
CCC1CCC(C(=O)NNC(=O)c2cc(-c3ccco3)[nH]n2)CC1 (stereo not drawn) | 16% | 5% | 2% | -5% | 4% | u | 35%
CC(=O)N1CCC2(CC1)CC(=O)c1cc(OCC(=O)NCc3ccco3)ccc1O2 | u | 1% | 4% | 3% | 5% | -8% | 11%[10 µM]
COc1ccc(/C(O)=C/c2nc3ccc(C(=O)NCCc4cccc(C)c4)cc3[nH]c2=O)cc1OC | -7% | -4% | 1% | 8% | -6% | u | -22%[10 µM]
Brc1cc(Br)c2nc(-c3ccc(N4CCOCC4)cc3)ccc2c1 | 9% | -10% | 20% | 12% | 4% | -2% | -2%[10 µM]
COc1ccccc1-n1cnnc1SCC(=O)N1CCN(C(=O)c2ccco2)CC1 | 2% | 3% | 1% | 4% | 6% | -14%[46 µM] | 19%[10 µM]
CCOC(=O)C1(CCCc2ccccc2)CCN(C(=O)c2cc(C)nc(C)n2)CC1 | 2%[9.22 µM] | -2% | 2% | -6% | 9% | u | -1%[10 µM]
O=C(N/N=C/c1ccncc1)c1cnccn1 | 4%[9.22 µM] | -2% | 13% | -10% | x | x | 7%[10 µM]

Reprinted at random: 2 records from the list
SMILES | HTT aggregate | GAA spleen mod | CBFb-RUNX1 inh | GAA glycogen mod | GAA inh | LMNA splice mod | HTT cytoprotect
CC(=O)N1CCC2(CC1)CC(=O)c1cc(OCC(=O)NCc3ccco3)ccc1O2 | u | 1% | 4% | 3% | 5% | -8% | 11%[10 µM]
CCn1c(COc2cccc(OC)c2)nnc1SCC(=O)Nc1ccccc1C(=O)OC | 6% | 0% | 1% | -5% | -11% | -4% | -1%

Later entries
SMILES | HTT aggregate | GAA spleen mod | CBFb-RUNX1 inh | GAA glycogen mod | GAA inh | LMNA splice mod | HTT cytoprotect
O=C1OC(CO)C(O)C(O)C1O (stereo not drawn) | 0% | 4% | 10% | x | x | u | u
Cc1nc2c(=O)n(C)c(=O)n(C)c2nc1Cl | 10µM* | 2% | -15% | -5% | 1% | u | -90%[inhibitor][10 µM]
CCc1c(C(=O)Nc2ccc(OC)cc2)[nH]c(C)c1C(C)=O | -6% | -1% | -1% | 1% | -28% | u | -23%
CCN(CC)CCCCn1c(-c2ccccc2)nc2c(N(CCOC)CCOC)nc(C)nc21 | x | 0% | 1% | x | x | x | -14%
O=C(NCC1CCCCC1)C12CN(Cc3ccccc3)CC1C(c1cccc([N+](=O)[O-])c1)=NO2 (stereo not drawn) | 3% | -7% | 0% | -8% | u | 0% | -6%[10 µM]
CCn1c(CNc2ccc(F)cc2)nnc1SCC(=O)N1CCCc2ccccc21 | 5% | -6% | -12% | -8% | -11% | u | 11%[10 µM]
CCn1c(C)nc2cc(C(=O)OC(C(F)(F)C(F)F)C(F)(F)C(F)F)ccc21 | 0% | -14% | 10% | -4% | 2% | 4% | 24%[10 µM]
Cc1ccc(-n2nc(CN3CCOCC3)c(-c3ccccc3)c2N)c(C)c1 | 1% | 4% | 1% | -4% | -1% | -18% | 17%[1.9 µM]
Clc1ccc(-c2nnc(CCc3ccccc3)o2)c(Cl)c1 | 15% | -1% | 23% | -20% | 1% | 16% | -45%[inhibitor]
Nc1nc(CN2CCCCCC2)nc(Nc2ccc(F)cc2)n1 | 16%[9.22 µM] | -3% | x | -6% | u | 6% | -12%
Cc1ccccc1S(=O)(=O)Nc1nc2ccccc2nc1N1CCc2ccccc2C1 | u | 7% | 28% | 0% | -4% | -8% | 5%[10 µM]
CN1/C(=C\C(=O)CSc2ncn[nH]2)C(C)(C)c2ccccc21 | -1% | -11% | 15% | 13% | 6% | u | 26%[10 µM]
CCN1CC(CNCc2cn(-c3ccc(OC)cc3)nc2-c2ccccc2Cl)CC1=O (stereo not drawn) | u | 0% | 6% | -11% | -8% | x | -38%[inhibitor]
CNC(=O)c1cn(-c2ccc(Cl)cc2)c(=O)c2ccccc12 | -10% | 3% | 17% | 5% | -3% | x | -50%[inhibitor]
O=C(CSc1nc2ccccc2[nH]1)N/N=C/c1ccncc1 | -1%[9.22 µM] | 1% | 28% | 4% | 0% | 5%[46 µM] | -12%[10 µM]
CCOC(=O)c1c(C)oc2c1c(C(c1ccccc1)N1CCOCC1)c(O)c1ccccc12 (stereo not drawn) | 2% | 5% | -7% | -16% | 0% | 7% | 4%
COc1ccc(OC)c(S(=O)(=O)Nc2ccc(F)cc2)c1 | -5% | 3% | 11% | -13% | 1% | 0% | 7%
O=C(Nc1ccc(Cl)cc1)Nc1ccc(S(=O)(=O)Nc2ncccn2)cc1 | 4% | -5% | -1% | 11% | 2% | x | -88%[inhibitor]
COc1cccc(C2CC(c3ccc(C(C)C)cc3)n3nc(N)nc3N2)c1 (stereo not drawn) | 0% | -11% | 7% | -5% | -5%[15.4 µM] | 2% | 0%
Cc1ccnc(NS(=O)(=O)c2ccc3c(c2)CCO3)c1 | 11%[9.22 µM] | 3% | 5% | 6% | x | x | 7%[10 µM]
COc1ccc(N(Cc2ccccc2)S(=O)(=O)c2cccc(C(=O)O)c2)cc1 | 39%[9.22 µM] | -9% | 0% | -2% | x | x | u
Cc1ccc2cc(C#N)c(NCc3ccccc3)nc2c1 | 0%[9.22 µM] | 1% | 1% | 19% | u | 6%[46 µM] | -39%[10 µM]
Cc1ccccc1-c1nccc(NCc2cccnc2)n1 | x | -2% | x | x | x | -5% | 1%
CC(=O)N1Cc2ccccc2C(C)CC12CCCCC2 (stereo not drawn) | -11% | -4% | 1% | 0% | 0% | -4% | 26%[10 µM]
O=C1c2ccccc2CN1CCNS(=O)(=O)c1ccc2ccccc2c1 | 25% | -1% | 4% | 4% | -3% | -5% | 7%
CC1CCN(S(=O)(=O)c2cnc(Cl)c(Br)c2)CC1 | u | 1% | -2% | -8% | 5% | 13% | x
CC(C)=C1SC(N2CCN(c3ccc(C)cc3)CC2)=NC1=O | -10% | 2% | -5% | -4% | -5% | -11% | 26%[10 µM]
COc1ccc(-n2c(SCC(=O)Nc3ccc4c(c3)OCO4)nnc2C(C)N2CCCCC2)cc1 (stereo not drawn) | -13% | -3% | -2% | 0% | -7% | 8% | -5%[10 µM]

HTT aggregate, hit marks shown above.
structure | HTT aggregate | GAA spleen mod | CBFb-RUNX1 inh | GAA glycogen mod | GAA inh | LMNA splice mod
Cc1nc2c(=O)n(C)c(=O)n(C)c2nc1Cl | 10µM* | 2% | -15% | -5% | 1% | u

Rows are unselected. About 1.5% of those tested had a hit in this group.
